Wnt act = Wnt/beta-catenin pathway activators, primary screen, cell-based, plate reader, single point; Wnt/beta-catenin reporter cell assay, activator; activation, % at 9.35 µM; 300,000 compounds, 1.2% hits; in the data active means activation above about 30%, passing the limit was not always enough;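 further: 0% = neutral control wells and 100% = positive control wells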
RTF Ca sens inh = cardiac RTF calcium sensitivity inhibitors, primary screen, biochemical, IANBD-TnC fluorescence, EC70 calcium | Troponin I, cardiac muscle (Homo sapiens) + Troponin T, cardiac muscle (Homo sapiens) + … | IANBD-labeled cardiac RTF, Ca2+ fluorescence | inhibition, % at 7.15 µM | 340,000 compounds, 0.12% hits | AID 493244, 2011;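 active means inhibition above the mean inhibition of all tested compounds plus 3 SD, cut at about 17% in these data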;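 further: assay run at fixed EC70 calcium of 1.6 mM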
V-ATPase pH = regulators of yeast V-ATPase proton pumping, primary screen, pHLuorin cytosolic pH fluorescence; S. cerevisiae; response, % at 10 µM; 350,000 compounds, 0.37% hits; AID 504577, 2011; in the data active means response mostly above about 7.3%, no sharp cut-off; inactive means mostly below about 5.4%; further: actives read high; inactives centre near 0; some compounds called inactive have numbers as strong as hits; reference of the scale not given here
RTF Ca sens act = cardiac RTF calcium sensitivity activators, primary screen, biochemical, IANBD-TnC fluorescence, EC20 calcium. Troponin I, cardiac muscle (Homo sapiens) + Troponin T, cardiac muscle (Homo sapiens) + …. 340,000 compounds, 0.24% hits. AID 493008, 2010. activation, % at 7.2 µM. IANBD-labeled TnC RTF fluorescence at EC20 calcium; 0% EC20 calcium, 100% full calcium;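 active means activation above the mean over all tested compounds plus 3 SD, cut at about 30% in these data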;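 further: rise in fluorescence read as greater calcium sensitivity of cardiac thin filaments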
OPRM1-OPRD1 ag = agonists of OPRM1-OPRD1 heterodimerization, primary screen, cell-based, luminescence; cells; activation, % at 9.3 µM; 340,000 compounds, 0.3% hits; AID 504326, 2011; in the data active means activation above about 18%;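 further: 0% = vehicle-treated cells and 100% = reference agonist; values of inactives mirror those of a sister screen read the other way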
Arr AP2 block = inhibitors of beta-arrestin/AP2 binding, primary screen, biochemical, GPCR trafficking, flow cytometry. inhibition, % at 10 µM. 340,000 compounds, 0.31% hits. FITC-arrestin peptide / GST-AP2 beads; AP2 beta2 appendage carries R879A mutation. beta-arrestin 1 C-terminal peptide binding to AP2 beta2-adaptin appendage (human);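 active means inhibition above a set limit, near 3 SD of compounds lacking own fluorescence, cut at about 54% in these data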;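 further: plate controls were DMSO wells for no effect and 5 µM unlabelled arrestin peptide for full effect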
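Test system: GST-tagged AP2 beta2-adaptin appendage (R879A) on 4 µm glutathione beads; also added: fluorescein-tagged arrestin peptide at 50 nM final; timing: 12 min plus 1 h, RT; signal: flow cytometry, FL1 (488/535 nm); read-out: percent drop in bead-associated FITC signal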
Keap1-Nrf2 PPI = Keap1-Nrf2 protein-protein interaction inhibitors, primary screen, biochemical, fluorescence polarization, single point | Kelch-like ECH-associated protein 1 (Homo sapiens), Q14145 | AID 504523, 2011 | Keap1 Kelch-Nrf2 peptide fluorescence polarization, 1536-well | 340,000 compounds, 0.15% hits | inhibition, % at 9.4 µM; in the data active means inhibition above about 12%;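 further: human Keap1 Kelch domain with fluorescein labeled Nrf2 9mer peptide probe; 0% = neutral control wells and 100% = peptide positive control; higher means more block of Keap1 binding to Nrf2 peptide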
MOR-DOR inv ag = inverse agonists of MOR-DOR heterodimerization, primary screen, cell-based, luminescence | inhibition, % at 9.3 µM | Mu-type opioid receptor (Homo sapiens) + Delta-type opioid receptor (Homo sapiens), … | 340,000 compounds, 0.21% hits | cell-based MOR-DOR heterodimer luminescence, inverse agonism; in the data active means inhibition above about 22%, passing the limit was not always enough;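 further: 0% = cells with DMSO and 100% = wells without cells with DMSO; values of inactives mirror those of a sister screen read the other way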
Pemphigus Ab inh = inhibitors of pemphigus antibody binding to DSG3, primary screen, biochemical, bead-based, flow cytometry, scFv-GFP. Desmoglein-3 (Homo sapiens), P32926. DSG3-coupled beads, scFv-anti-DSG3-GFP binding; active compounds read low. binding (percent of control), % at 10 µM. 310,000 compounds, 0.48% hits;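 active means binding more than 3 SD below its plate's average and above zero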;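 further: hits lower antibody fragment binding to DSG3; some compounds called inactive have numbers as strong as hits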
Target sequence (P32926 whole entry, looked up, the tested form may be a part): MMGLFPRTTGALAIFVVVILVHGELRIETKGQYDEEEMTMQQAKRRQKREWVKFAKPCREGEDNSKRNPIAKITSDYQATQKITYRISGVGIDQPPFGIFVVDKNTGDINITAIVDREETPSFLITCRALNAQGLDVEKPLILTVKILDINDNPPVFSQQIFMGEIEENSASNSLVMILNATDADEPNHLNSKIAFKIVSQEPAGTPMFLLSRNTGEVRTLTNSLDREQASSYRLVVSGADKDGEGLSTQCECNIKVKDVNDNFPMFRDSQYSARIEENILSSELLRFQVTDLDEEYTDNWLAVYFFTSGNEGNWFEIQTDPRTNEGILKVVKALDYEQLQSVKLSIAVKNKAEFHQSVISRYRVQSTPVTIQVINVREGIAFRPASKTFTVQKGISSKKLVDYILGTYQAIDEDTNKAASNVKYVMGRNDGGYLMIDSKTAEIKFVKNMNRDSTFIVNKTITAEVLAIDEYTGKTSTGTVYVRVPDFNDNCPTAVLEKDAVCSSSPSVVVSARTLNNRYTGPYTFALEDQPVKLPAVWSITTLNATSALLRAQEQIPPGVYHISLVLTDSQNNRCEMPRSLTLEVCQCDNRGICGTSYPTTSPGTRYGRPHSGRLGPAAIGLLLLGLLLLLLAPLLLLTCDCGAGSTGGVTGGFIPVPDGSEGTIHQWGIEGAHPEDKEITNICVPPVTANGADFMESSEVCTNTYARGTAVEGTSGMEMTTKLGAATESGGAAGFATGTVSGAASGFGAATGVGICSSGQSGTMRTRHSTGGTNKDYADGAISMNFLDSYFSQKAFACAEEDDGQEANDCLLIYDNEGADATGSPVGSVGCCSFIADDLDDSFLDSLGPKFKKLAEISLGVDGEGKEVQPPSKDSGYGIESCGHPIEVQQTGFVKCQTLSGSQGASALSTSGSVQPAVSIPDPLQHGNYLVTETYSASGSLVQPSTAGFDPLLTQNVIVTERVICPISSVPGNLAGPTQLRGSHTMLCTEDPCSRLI
LANA DNA inh = inhibitors of KSHV C-LANA binding to DNA, primary screen, biochemical, fluorescence polarization, FAM-LBS DNA, MBP-C-LANA, single point; Kaposi's sarcoma herpesvirus LANA C-terminal domain (residues 932-1162) DNA binding; inhibition, % at 9 µM; 340,000 compounds, 0.078% hits;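 active means highest replicate inhibition at or above 60% at 9 µM, even if other replicates fall short; inactive means all replicates below 60% inhibition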;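 further: 0% = neutral control wells and 100% = 4 µM acridine orange control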
Active calls of the source: *; / = not tested or not shown.

Wnt act	RTF Ca sens inh	V-ATPase pH	RTF Ca sens act	OPRM1-OPRD1 ag	Arr AP2 block	Keap1-Nrf2 PPI	MOR-DOR inv ag	Pemphigus Ab inh	LANA DNA inh	Molecule
/	-6	-6	-10	4.6	-4	-4	-23	102	-1.7	COc1ccc(C(=O)NCc2nnc(SCC(=O)N3CCC(C)CC3)o2)cc1OC
/	-8	-2	-11	-1.4	-12	1	8	105	5.0	CCOC(=O)Cc1csc(NC(=O)CSc2nc3cccnc3n2CC)n1
-1	8	1	-2	1.2	21	-1	-5	100	1.6	O=C(O)CCC(=O)Nc1ccc(-c2csc(Nc3cccc4ccccc34)n2)cc1
/	-6	0	5	0.7	-9	-3	-4	104	-1.3	CCn1c(COc2ccc(C)cc2)nnc1SCc1nc2ccccc2[nH]1
1	3	5	17	-2.6	-10	-7	15	106	-0.7	COc1ccc(/C=N/NC(=O)C(Cc2c[nH]c3ccccc23)NC(=O)OCC(C)C)cc1[N+](=O)[O-] (stereo not drawn)
/	-8	3	-2	-1.9	16	1	8	/	-3.0	CCOC(=O)c1c(NC(=O)Cn2nnc(-c3ccccc3Cl)n2)sc(C)c1C
-3	-2	1	3	-0.3	-12	-1	2	108	2.0	Cc1cc(Cl)ccc1C(=O)C1CCCN(C(=O)CCN2CCCO2)C1 (stereo not drawn)
-1	0	-5	4	2.9	-2	-1	-16	101	0.7	CCC(=O)c1cccc2c1N=CC1=C(CC(C)(C)CC1=O)N2
/	4	5	-2	-0.2	-1	-3	1	99	-0.7	CCOC(=O)N1CCN(C(=O)c2ccc(OCC)c(OCC)c2)CC1
0	-5	-2	-1	0.1	-3	-6	0	102	-0.4	COc1ccc(S(=O)(=O)NCCc2nnc3ccc(SCc4cccnc4)nn23)cc1
-3	-11	-2	6	-3.7	-17	-5	15	105	-1.3	Cc1cc(C)c(S(=O)(=O)N2CCN(C(=O)C3CCCO3)CC2)c(C)c1 (stereo not drawn)
-1	-1	0	-1	0.1	7	-4	0	118	-0.5	COc1ccc(-c2n[nH]c(=S)n2-c2ccc(C)cc2C)cc1
/	-2	-4	5	-1.5	3	-6	8	110	0.5	Cc1ccc2nc3sc(C(=O)Nc4c(C)[nH]c(=O)[nH]c4=O)c(N)c3cc2c1
1	0	4	4	-1.0	7	-4	6	111	-1.3	O=C(COC(=O)c1cccs1)Nc1ccccc1
1	4	5	-2	-2.2	11	5	12	98	2.7	COC(=O)C(N)Cc1ccc(Cl)cc1 (stereo not drawn)

An excerpt from above in order of the RTF Ca sens inh value, highest first.
Wnt act	RTF Ca sens inh	V-ATPase pH	RTF Ca sens act	OPRM1-OPRD1 ag	Arr AP2 block	Keap1-Nrf2 PPI	MOR-DOR inv ag	Pemphigus Ab inh	LANA DNA inh	Molecule
1	4	5	-2	-2.2	11	5	12	98	2.7	COC(=O)C(N)Cc1ccc(Cl)cc1 (stereo not drawn)
1	3	5	17	-2.6	-10	-7	15	106	-0.7	COc1ccc(/C=N/NC(=O)C(Cc2c[nH]c3ccccc23)NC(=O)OCC(C)C)cc1[N+](=O)[O-] (stereo not drawn)
/	-8	3	-2	-1.9	16	1	8	/	-3.0	CCOC(=O)c1c(NC(=O)Cn2nnc(-c3ccccc3Cl)n2)sc(C)c1C

(further entries)
Wnt act	RTF Ca sens inh	V-ATPase pH	RTF Ca sens act	OPRM1-OPRD1 ag	Arr AP2 block	Keap1-Nrf2 PPI	MOR-DOR inv ag	Pemphigus Ab inh	LANA DNA inh	Molecule
-3	7	1	3	-4.1	-9	-2	17	94	1.0	CC(=O)NCc1ccc(C(=O)CSc2nnc(C3CC3)n2C2CC2)cc1
-2	6	1	-1	-4.4	-6	-3	21	102	0.6	O=C(NNC(=O)OCc1ccccc1)OCc1ccccc1
2	5	/	4	-0.4	12	-2	3	80	-0.1	O=S(=O)(c1cccc(-c2nc3n(n2)Cc2ccccc2-3)c1)N1CCCC1
-1	8	0	1	-0.7	36	3	4	100	1.7	O=c1cc(O)nc(SC23CC4CC(CC(C4)C2)C3)[nH]1
-1	-2	1	-1	-2.4	-8	-3	11	92	0.1	CCCc1ccc(OCC(O)CN2CCN(C(=O)OCC)CC2)cc1 (stereo not drawn)
/	-11	11	0	1.3	-7	-6	-8	82	-2.4	Cc1ccsc1/C=C1/SC(N2CC(C)OC(C)C2)=NC1=O (stereo not drawn)
-10	-8	2	2	-1.8	5	-3	9	99	0.8	CC(=O)c1ccc(N2CCN(S(=O)(=O)c3ccc4c(c3)CC(C)N4C(=O)C3CC3)CC2)cc1 (stereo not drawn)
0	-2	-2	-2	-1.0	-12	4	4	110	-0.4	O=C(c1ccc(Cl)c(S(=O)(=O)N2CCCCC2)c1)N1CCCCCC1
/	0	0	-3	-0.7	24	-1	4	93	-0.6	COC(=O)c1scc(C)c1N/N=C(\C)c1cc(F)c(Cl)cc1F
-1	-3	-2	3	-1.0	-2	-3	5	102	-1.1	COc1ccc(C(O)P(=O)(OC(C)C)c2ccc(N(C)C)cc2)c(OC)c1 (stereo not drawn)
/	-3	-2	1	-1.8	4	2	11	/	0.6	O=C(NCC1COc2ccccc2O1)Nc1ccccc1F (stereo not drawn)
-3	-6	-3	-2	-1.9	-1	-5	7	93	0.5	O=C(COC(=O)c1cccc(S(=O)(=O)N2CCOCC2)c1)Nc1ncc(Cl)cc1Cl
-1	15	-3	-13	0.4	1	0	-2	102	-1.5	Cc1nc(NC(=O)c2ccccc2)sc1-c1csc(Nc2ccc(C(=O)O)cc2)n1
1	-4	-5	1	-0.6	20	-2	4	/	0.6	COc1cccc(C(=O)NNC(=O)C(=O)Nc2cccc3ccccc23)c1
17	1	1	0	-0.6	43	1	3	99	0.0	Cc1cc(NC(=O)C2CC2)n(-c2nc3ccccc3s2)n1
3	5	-3	-4	-0.1	3	3	1	120	2.6	O=C(/C=C/c1ccc2c(c1)OCO2)NCCSCc1cccc(Cl)c1
/	2	0	-6	-0.3	0	-2	1	99	-0.4	O=C(CCN1CCCCC1)Nc1cccc(Cl)c1
-3	-7	-5	0	-2.1	0	1	9	109	1.2	CC(=O)N1CCN(Cc2nc3cc(NC(=O)c4ccccc4)ccc3n2C)CC1
1	-9	-1	14	-1.3	-2	-5	7	107	0.8	COc1cc(C2NC(=O)NC(C)=C2C(=O)OC2CCCCC2)cc(Cl)c1O (stereo not drawn)
3	-12	1	0	-0.9	2	-7	4	117	-0.6	Cc1cc(C(=O)OCC(=O)Nc2cccc(S(=O)(=O)N(C)C)c2)c(C)o1
-8	-7	-4	1	0.0	7	3	0	100	-0.2	C=CCC(C(=O)OC)(C(=O)OC)c1ccc([N+](=O)[O-])cn1
-1	-3	-5	0	10	29	0	-83	101	-1.3	COc1ccc(NC(=O)CN(C)C(=O)/C=C/c2ccc(OCc3ccccc3)cc2)cc1
11	3	1	-3	-0.7	-27	-2	4	101	0.5	CC(C)CCC(C(=O)O)C(C)CC(=O)Nc1ccn(-c2ccccc2)n1 (stereo not drawn)
1	-1	2	8	1.4	-8	-3	-7	112	0.5	COC(=O)c1c(NC(=O)c2ccc(OC(C)C)cc2)sc2c1CC(C)(C)NC2(C)C
/	-5	-1	2	-2.1	6	1	11	103	-0.5	COc1ccccc1NC(=O)CN1C(=O)NC(C)(C)C1=O
/	7	4	4	/	1	0	/	101	1.7	COc1cccc(C(=O)CSc2nc3ccccc3n2CC(=O)N2CCOCC2)c1
/	6	4	-7	1.4	6	-2	-11	108	1.9	COc1ccc(C(=O)N/C(=C\c2ccco2)C(=O)NCCN2CCOCC2)cc1
-2	-13	-3	-4	3.7	0	-5	-17	124	1.4	Cc1ccccc1N1CCN(S(=O)(=O)c2ccc3oc(=O)ccc3c2)CC1
0	-7	9	12	3.2	5	-2	-19	85	-0.8	Cc1ccc(-c2nc(SCC(=O)NCC3CCCO3)c(-c3ccccc3)[nH]2)cc1 (stereo not drawn)
2	-4	6	4	-1.7	11	2	9	104	-1.0	NC(=O)Cc1ccc(Nc2nnc(-c3ccc(O)cc3)c3ccccc23)cc1
-1	-8	1	2	4.2	10	-1	-22	102	0.0	Cc1ccc(-n2nnnc2SCC(=O)NCCC2=CCCCC2)c(C)c1
-4	1	2	4	-3.3	4	-6	19	106	0.1	O=C1Nc2ccccc2C(=O)N2[C@H](c3ccccc3)[C@@H]3C(=O)N(Cc4ccccc4)C(=O)[C@@H]3[C@H]12
/	-4	0	0	-2.1	9	-1	9	98	-2.8	COc1cc(N(C)C)c(NC(C)=O)cc1C(=O)O
/	-2	-1	1	0.2	-1	-7	-1	123	1.8	Cc1ccc(C)c(Cn2nnc3c(=O)[nH]c(C(=O)NCc4ccco4)nc32)c1
-1	0	-1	3	-0.2	4	-2	1	96	2.3	O=c1c(N2CCOCC2)nsn1Cc1ccccc1
-1	-6	2	-8	-3.0	6	-7	15	122	0.3	COc1ccc(CCN2CC(C(=O)N(C)Cc3ccccc3OC)CCC2=O)cc1 (stereo not drawn)
-1	-2	3	-7	-4.2	3	-1	20	123	1.4	COc1ccc(C(=O)NCC2(c3ccc(OC)c(OC)c3)CCCC2)c(OC)c1
